Screening results as filed in PubChem.
TRHR PAM – allosteric enhancers of human TRH receptor. enhancement, % at 2 µM. TRHR cells, fluo-8 calcium fluorescence, EC20 TRH enhancement. P34981. 360,000 tested, 0.66% active; in the data active = enhancement above about 30%; also: 0% is about no effect
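Enhancer read-out: after compound pinning and an initial kinetic agonist-mode read, an EC20 of TRH (10 nM final) was injected and fluo-8 calcium signal (Ex 480/Em 530) followed at 1 s/cycle for 100 cycles in TRHR-expressing cells.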
TRHR agonist – activates the human TRH receptor; TRHR cells, calcium flux fluo-8, FDSS agonist mode; AID 493084; 360,000 tested, 0.18% active; P34981; activation, % at 2 µM; in the data active = activation above about 30%; also: 0% is about no effect
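Steps: seed TRHR cells overnight; add fluo-8 no-wash Ca dye, RT 30 min–1.5 h; record 10 s baseline; pin-transfer compounds; monitor fluorescence 1 cycle/s for the agonist window. Calcium increases flag candidate agonists.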
USP1 inh – USP1/UAF1 (human) deubiquitinase inhibition; O94782; recombinant USP1/UAF1, Ub-Rhodamine cleavage fluorescence; Potency, µM (titrated, usually from 57.1 µM), inactives show at the highest dose activity change, negative = inhibition, actives largely listed as inhibitors; 390,000 tested, 0.23% active; also: potency is read from the fitted curve at half-maximal effect; % is scaled to controls: 0 for no effect and ±100 for the full control effect; nearly all actives have a fitted effect of over 60% in size; inactives centre near -12
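1 nM enzyme complex + cpd, 15 min RT; start with Ub-Rho 150nM final; kinetic fluorescence ex 480/em 540, 6 reads q60 s. Buffer 50mM HEPES pH 7.8, 0.5mM EDTA, 0.1 mg/ml BSA, 1mM TCEP, 0.01% Tween-20.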
TrxR1 inh – blocks rat thioredoxin reductase 1; O89049; recombinant rTrxR1, NADPH fluorescence consumption, selenite substrate; Potency, µM (titrated, usually from 114 µM), inactives show top-dose activity change, negative = inhibition, actives largely listed as inhibitors; 390,000 tested, 1% active; AID 588453; also: potency is read from the fitted curve at half-maximal effect; % is scaled to controls: 0 for no effect and ±100 for the full control effect; nearly all actives have a fitted effect of over 65% in size
Target sequence (O89049 whole entry, looked up): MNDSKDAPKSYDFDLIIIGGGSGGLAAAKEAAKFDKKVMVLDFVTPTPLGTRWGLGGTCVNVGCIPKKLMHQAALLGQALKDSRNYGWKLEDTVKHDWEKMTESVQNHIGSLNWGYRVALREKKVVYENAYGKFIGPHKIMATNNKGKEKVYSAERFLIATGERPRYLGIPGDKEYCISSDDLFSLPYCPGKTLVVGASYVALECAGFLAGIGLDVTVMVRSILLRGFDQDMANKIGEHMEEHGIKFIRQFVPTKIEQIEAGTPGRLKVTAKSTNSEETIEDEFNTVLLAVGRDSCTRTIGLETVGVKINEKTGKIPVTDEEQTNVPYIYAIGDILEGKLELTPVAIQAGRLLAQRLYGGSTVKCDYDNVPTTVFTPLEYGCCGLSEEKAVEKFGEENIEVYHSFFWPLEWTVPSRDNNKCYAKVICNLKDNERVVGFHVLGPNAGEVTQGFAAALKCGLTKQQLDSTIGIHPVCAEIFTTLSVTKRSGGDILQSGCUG
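Rat TrxR1 (90 nM in the dispensed reagent) was pre-reduced with 400 uM NADPH for 5 min at room temperature, then incubated with compound for 15 min. After 400 uM selenite was added, NADPH fluorescence (Ex 340/Em 450 nm) was followed for 8 min.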
D2 antag – antagonizes the human D2 dopamine receptor; P14416; HEK293 TREx D2 cells, calcium flux, dopamine EC80; inhibition, % at 10 µM; 340,000 tested, 2% active; AID 485344; in the data active = inhibition above about 30%; also: 0% is about no effect
Target sequence (P14416 whole entry, looked up): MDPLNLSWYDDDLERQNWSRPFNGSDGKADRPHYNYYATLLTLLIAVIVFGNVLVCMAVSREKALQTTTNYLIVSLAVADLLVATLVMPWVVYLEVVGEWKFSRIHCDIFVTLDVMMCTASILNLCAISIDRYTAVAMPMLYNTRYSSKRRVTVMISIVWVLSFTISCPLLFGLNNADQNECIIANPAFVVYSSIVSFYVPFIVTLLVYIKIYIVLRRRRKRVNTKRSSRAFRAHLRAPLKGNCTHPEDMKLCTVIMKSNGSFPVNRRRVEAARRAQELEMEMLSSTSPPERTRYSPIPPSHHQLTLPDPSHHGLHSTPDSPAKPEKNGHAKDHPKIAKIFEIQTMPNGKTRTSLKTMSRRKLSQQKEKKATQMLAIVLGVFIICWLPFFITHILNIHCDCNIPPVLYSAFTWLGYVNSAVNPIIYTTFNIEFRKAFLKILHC
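Measurement of antagonist activity uses fluorescent calcium dye in inducible HEK293 T-REx D2 cells: 10 s baseline, compound addition with 180 s read, EC80 dopamine addition with a further 180 s read.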
TrxR1 substrate – substrates of rat thioredoxin reductase 1. purified TrxR1 substrate turnover, NADPH consumption readout. 390,000 tested, 0.01% active. Potency, µM (titrated, usually from 114 µM), for inactives: at the top dose activity change, negative = substrate turnover; also: potency is read from the fitted curve at half-maximal effect; % is scaled to controls: 0 for no effect and ±100 for the full control effect; nearly all actives have a fitted effect of over 50% in size
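Rat TrxR1, dispensed at 90 nM, was prereduced with 400 uM NADPH (final) for 5 min at ~22 deg C, then incubated with compound 15 min before 400 uM selenite. A first-read NADPH fluorescence drop versus no-compound background flagged substrates.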
IDH1 R132H inh – blocks human mutant IDH1 R132H enzyme; 390,000 tested, 0.093% active; Potency, µM (doses to about 76.6 µM), inactives show at the top dose activity change, negative = inhibition, most hits filed as inhibitors; IDH1-R132H enzyme, NADPH consumption, diaphorase/resazurin fluorescence; also: potency is read from the fitted curve at half-maximal effect; % is scaled to controls: 0 for no effect and ±100 for the full control effect; nearly all actives have a fitted effect of over 65% in size
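IDH1-R132H (0.5 ug/mL dispensed) in pH 7.5 Tris buffer was preincubated 30 min with compound, then given a substrate mix of 0.016 mM NADPH and 2 mM alpha-KG for 80 min at room temperature; remaining NADPH was read by diaphorase/resazurin fluorescence.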
Pin1 inhibitor – human Pin1 inhibition; Pin1 FP peptide displacement, HiFluor488, 10 min; Potency, µM (doses to about 115 µM), for the others: at the top dose activity, negative = inhibition, hits mostly inhibitors; 390,000 tested, 0.009% active; AID 504891; active = well fitted inhibition curve with a large enough effect in the polarisation, with a control signal flat, not every such curve was filed as active; inconclusive = small, poorly fitted or top-dose-only effect, or effect the other way, or a change in a side signal; inactive = no such curve, though single readings can be large or run the other way; the % refers to the polarisation; also: potency is read from the fitted curve at half-maximal effect; % is scaled to controls: 0 for no effect and ±100 for the full control effect
D2 ag – D2 dopamine receptor (human) agonism | P14416 | HEK293 T-REx D2 cells, calcium flux agonist mode | activation, % at 2 µM | 340,000 tested, 0.53% active;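 active = activation over 3 SD above normal in the single-dose calcium agonist read, cut at about 30% in these data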; also: 0% is about no effect
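Agonism scored from kinetic calcium signal (1 read/sec, 180 s) following compound pin transfer, after a 10 s baseline. Cells: HEK293 Trex line expressing inducible D2 receptor coupled to calcium, dye-loaded after overnight culture at 30 C.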
* marks the source's active call; other numbers are inactive results; ? = inconclusive; nt = not tested or not shown; [ ] = another dose, or the depositor's remark. Unless noted, calls follow the shape of the dose curve; as a rule, active = well fitted inhibition curve with a large enough effect; inconclusive = small, poorly fitted or top-dose-only effect; inactive = no such curve, though single readings can be large or run the other way.

SMILES	TRHR PAM	TRHR agonist	USP1 inh	TrxR1 inh	D2 antag	TrxR1 substrate	IDH1 R132H inh	Pin1 inhibitor	D2 ag
COC(=O)COc1ccc2occ(C(C)=O)c2c1	8	-0.6	-1%	13%	8	-2%	0%	-15%	1.1
C[C@H]1CN([C@@H](C)CO)C(=O)Cc2cc(NC(=O)Cc3cn(C)c4ccccc34)ccc2O[C@@H]1CN(C)S(=O)(=O)c1cn(C)cn1	nt	nt	-26%	15%	nt	7%	5%	-3%	nt
Cn1cc(CN2CCN(CCO)CC2)c(-c2ccc(Oc3ccccc3)cc2)n1	6	1.0	-4%	25%[57.1 µM]	5	9%[57.1 µM]	8%	-3%	0.8
COc1ccc(C(=O)Nc2nnc(S(=O)(=O)N(C)c3ccc(C)cc3)s2)cc1	0	-0.4	?	-4%	nt	46%[activator]	15%	-2%	2.6
Cc1ccc(NC(=O)CSc2nc(CSc3ccc(C)cc3)cc(=O)[nH]2)cc1	-4	-1.9	-16%	26%	-4	10%	0%	53%[activator]	0.6
COc1ccc(NCC(=O)Nc2ccc(Cl)cc2C)c(OC)c1	-13	-0.3	?	13%[57.1 µM]	-8	8%[57.1 µM]	16%	7%	0.0
CN1CCN(C(=O)c2cc3nc(-c4ccccc4)cc(C(F)(F)F)n3n2)CC1	2	0.1	-1%	-16%	-17	-6%	4%	3%	0.6
O=C(CCNC(=O)c1ccco1)Nc1ccccc1OC(F)F	-7	0.6	-16%	24%	5	13%	0%	-3%	1.2
CCOC(=O)c1ccc(N2CCN(c3ccccc3F)CC2)c(NC(=O)Nc2cccc(OC)c2)c1	-3	0.6	-11%	35%[activator]	-3	28%	5%	28%	0.5
COc1cc(C(=O)NCCc2cc3c(OC)ccc(OC)c3[nH]c2=O)cc(OC)c1OC	4	-0.2	-15%	12%	-13	10%	2%	3%	-0.1
CCOc1ccc(OCC)c(NS(=O)(=O)c2cc(Br)cc3c2N(C(C)=O)C(C)C3)c1 (stereo not given)	1	0.0	-13%	21%	nt	-4%	-7%	-5%	-0.9
CN1CCN(c2ccc(Cl)cc2NC(=O)CC2OC(=O)c3ccccc32)CC1 (stereo not given)	-11	0.7	-19%	24%	38*	5%	0%	-1%	0.7
CCNc1ccc(C(=O)OCC(=O)N2CCCC2)cc1[N+](=O)[O-]	-3	-0.9	-19%	0%[57.1 µM]	-2	3%[57.1 µM]	2%	0%	-0.6
CC(C)(C)OC(=O)N1CCC(c2c(C(=O)N3CCC(c4ccccc4)C3)cnn2-c2ccc(Cl)cc2)CC1 (stereo not given)	15	0.9	-27%	4%	nt	-4%	-2%	0%	0.4
COCc1cc(C)nc2oc(C(=O)c3ccccc3)c(N)c12	2	-0.2	-19%	14%[57.1 µM]	nt	5%[57.1 µM]	8%	-6%	nt
O=C(NCCO)C(=O)Nc1cc2c3c(c1)CCC(=O)N3CCC2	-6	-0.8	-19%	26%	-12	5%	-2%	20%	0.0
COc1ccccc1N(CC(=O)NCc1ccccc1)C(=O)CCC(=O)Nc1ccccn1	5	-2.0	-4%	-11%	-17	-9%	2%	-1%	-2.2
COCCn1c(=S)[nH]c2cc(C(=O)N3CCc4ccccc4C3)ccc2c1=O	-5	-0.4	-8%	-1%[57.1 µM]	3	-2%[57.1 µM]	-4%	2%	-0.5
CCOC(=O)N1CCc2c(sc3c2c(=O)n(Cc2ccccc2)c(=O)n3Cc2ccccc2Cl)C1	22	-0.6	-23%	19%	nt	0%	-13%	0%	-0.2
CCOC(=O)C1CCCN(C(=O)COc2ccc(S(=O)(=O)N(CC)c3ccccc3)cc2)C1 (stereo not given)	-4	-1.7	-17%	15%[57.1 µM]	13	1%	2%	-8%	-0.3

Overlap with the part before: 3 compounds, followed by the next part.
SMILES	TRHR PAM	TRHR agonist	USP1 inh	TrxR1 inh	D2 antag	TrxR1 substrate	IDH1 R132H inh	Pin1 inhibitor	D2 ag
COCCn1c(=S)[nH]c2cc(C(=O)N3CCc4ccccc4C3)ccc2c1=O	-5	-0.4	-8%	-1%[57.1 µM]	3	-2%[57.1 µM]	-4%	2%	-0.5
CCOC(=O)N1CCc2c(sc3c2c(=O)n(Cc2ccccc2)c(=O)n3Cc2ccccc2Cl)C1	22	-0.6	-23%	19%	nt	0%	-13%	0%	-0.2
CCOC(=O)C1CCCN(C(=O)COc2ccc(S(=O)(=O)N(CC)c3ccccc3)cc2)C1 (stereo not given)	-4	-1.7	-17%	15%[57.1 µM]	13	1%	2%	-8%	-0.3
COc1ccccc1OCc1nc2ccccc2n1Cc1ccccc1	2	-0.7	?	22%[57.1 µM]	nt	2%[57.1 µM]	-1%	0%	1.1
COC(=O)Cn1c(=O)c2c(nc3n2CCCN3Cc2ccccc2)n(C)c1=O	-2	-1.5	-3%	1%	nt	-4%	9%	1%	nt
Cc1cc(C)c2c(=O)[nH]c(SCC(=O)N3CCCCC3)nc2n1	-4	0.3	-7%	-18%	-7	4%	4%	-7%	-0.6
CSc1ncccc1C(=O)OCC(=O)c1ccccc1Br	-10	0.2	-9%	35%[57.1 µM]	nt	6%[57.1 µM]	4%	0%	nt
Cn1cnc(Sc2ncnc3nc[nH]c23)c1[N+](=O)[O-]	-4	-1.0	-29%	-19%	-8	9%	2%	6%	0.4
O=C(c1ccc2c(c1)N(Cc1ccc(Cl)cc1)C(=O)c1ccccc1S2=O)N1CCOCC1 (stereo not given)	-4	0.4	-6%	5%	nt	-5%	-2%	?	0.0
O=C(Nc1cccs1)N1CCN(c2ncccn2)CC1	2	1.0	-7%	-29%	-6	4%	-4%	-18%	5.4
Cc1nc(C(=O)N2CCOCC2)sc1C1(C)CC(c2ccccc2)=NO1 (stereo not given)	9	-0.7	-10%	11%	1	-3%	-4%[38.3 µM]	0%	0.4
C/C(=N/NC(=O)CC(=O)N/N=C(\C)c1ccc([N+](=O)[O-])cc1)c1ccc([N+](=O)[O-])cc1	-1	0.7	-1%	-5%	-7	-7%	-3%	-5%	0.7
CC1CCc2c(sc(Nc3nc4c(F)cccc4s3)c2C(N)=O)C1 (stereo not given)	0	5.1	-9%	?	5	11%	0%	?	5.0
CCOC(=O)C(C)Sc1nc(-c2ccccn2)ncc1OC (stereo not given)	6	-0.2	-13%	19%[57.1 µM]	-5	9%	5%	-5%	-3.5
CCCCCCC(=O)Nc1ccc(C(=O)N/N=C/c2cccnc2)cc1	-1	0.2	-5%	14%[57.1 µM]	-6	-1%[57.1 µM]	5%	3%	0.2
O=C(NCCO)C(=O)NCC1CCCN1S(=O)(=O)c1cccs1 (stereo not given)	4	0.3	-18%	0%	-7	-1%	5%	-12%	0.3
CCSc1nnc(NC(=O)CCC2CCCCC2)s1	nt	nt	3%	-1%	nt	-5%	-1%	0%	nt
CC1CCc2nc3sc4c(c3c(N)c2C1)CCCC4 (stereo not given)	0	-0.1	-10%	19%	-2	6%	21%	-7%	-0.5
COc1cc(OC)cc(C(=O)N2CCN(Cc3ccccc3C(F)(F)F)CC2)c1	2	-0.2	-13%	11%	-18	5%	3%	-2%	-0.4
CN(Cc1cccs1)C(=O)c1cccc(S(=O)(=O)N2CCCCCC2)c1	2	-0.2	-18%	-7%	-9	-6%	2%	1%	-0.5
Cc1cc(C)c(S(=O)(=O)N/N=C/c2ccc3c(c2)OCO3)c(C)c1	0	0.7	-22%	12%	74*	-3%	7%	-3%	8.7
Cc1ccc2oc(C(=O)N3CCN(Cc4nccn4C)CC3)c(C)c2c1	1	-0.8	-9%	14%	9	1%	0%	-22%	0.6
COc1cc(NC(=O)CCN2CCN(C/C=C/c3ccccc3)CC2)cc(OC)c1	5	-0.7	-11%	-31%	28	-22%	-9%	2%	-1.2
COC(=O)Nc1sc2c(c1C(=O)NC1CC1)CCCCCC2	1	-1.0	-1%	16%	10	4%	5%	0%	-1.3
CS(=O)(=O)Nc1ccc(C(=O)N2CC(=O)Nc3ccccc32)cc1	-6	0.7	-18%	21%	-3	6%[57.1 µM]	7%	-1%	0.4
COC(=O)c1c(-c2c(Cl)cccc2Cl)noc1C(=O)NN	-8	0.0	-18%	16%[57.1 µM]	8	16%[57.1 µM]	0%	0%	0.6
O=C(COc1ccc(S(=O)(=O)N2CCOCC2)cc1)Nc1ccccc1C(F)(F)F	-6	0.4	-12%	17%	6	9%	0%	0%	-0.1
O=C(O)c1ccccc1C(=O)Nc1nc(-c2ccc3ccccc3c2)cs1	10	0.0	-15%	14%	-4	-1%	7%	0%	1.0
CCOC(=O)C1CCCN(C(=O)CNC(=O)c2nn(-c3ccc(OC)c(Cl)c3)c(=O)c3ccccc23)C1 (stereo not given)	1	-1.3	-8%	-6%[57.1 µM]	-15	-4%[57.1 µM]	-1%	12%	0.3
CCCC(=O)Nc1nc2c(s1)COc1ccccc1-2	9	-0.6	-8%	17%	-14	5%[57.1 µM]	3%	2%	13
CCN(CC)c1ccc(/C=N\N2CCN(Cc3ccc(C)cc3)CC2)cc1	-1	-0.5	-15%	2%[57.1 µM]	3	-5%	4%	74%[activator]	-3.5
CCc1ccc(Sc2cc(C(=O)NCCCN3CCC(C)CC3)c3ccccc3n2)cc1	8	0.6	-26%	11%[57.1 µM]	nt	2%[57.1 µM]	12%	-4%	-0.4
Cn1c(N)c(C(=O)COC(=O)C2(c3cccc(F)c3)CCCC2)c(=O)n(C)c1=O	-7	-1.0	-16%	17%	6	2%	18%	?	-0.3
O=[N+]([O-])c1ccc(S(=O)(=O)Nc2cccc(-c3ccc(N4CCOCC4)nn3)c2)cc1	0	0.0	2%	-12%	20	-13%	-10%	4%	-0.5
CN(C(=O)Cc1c(C(=O)O)n(C)c2ccccc12)c1cccc(C(F)(F)F)c1	6	0.3	-18%	5%[57.1 µM]	nt	11%[57.1 µM]	-1%	-6%	nt

These rows are one share of the data; count on the stated rates, not on these rows.
